Hck Nef HTS – human Hck-Nef kinase inhibition | AID 463187 | hit rate 0.68% among 220,000 | Recombinant Hck-YEEI plus Nef, Z-Lyte FRET kinase assay | P08631 | inhibition, % at 20 µM;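 active = Hck-Nef kinase inhibition above about 50%, limit read from the data; inactive = inhibition below that limit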;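 also: 0% = DMSO with Hck plus Nef and 100% = Hck alone without Nef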
TNF death inh – TNF-alpha cell death inhibition in Jurkat FADD-/- cells; hit rate 0.068% among 220,000; activation (protection from cell death), % at 10 µM; Jurkat FADD-/- TNF necroptosis rescue, ATP luminescence, 24 h; 0 = TNF only, 100 = no-TNF cells; AID 463075;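 active = activation, meaning protection from cell death, of at least 50% relative to plate controls; inactive = activation below 50%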;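 also: necroptosis triggered by 40 ng/mL TNF-alpha added together with compound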
FXIa inh 1536 – blocks human coagulation factor XIa protease activity; AID 798; inhibition, % at 5 µM; purified FXIa, Boc-Glu-Ala-Arg-AMC fluorogenic substrate; P03951; hit rate 0.14% among 220,000;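 active = inhibition of at least 40%; inactive = inhibition below 40%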;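 also: fluorescence of freed AMC excited at 355 nm; 0% = enzyme without compound and 100% = no enzyme blank; many of its hits are not listed in these tables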
Target sequence (P03951 19-387 limits assumed): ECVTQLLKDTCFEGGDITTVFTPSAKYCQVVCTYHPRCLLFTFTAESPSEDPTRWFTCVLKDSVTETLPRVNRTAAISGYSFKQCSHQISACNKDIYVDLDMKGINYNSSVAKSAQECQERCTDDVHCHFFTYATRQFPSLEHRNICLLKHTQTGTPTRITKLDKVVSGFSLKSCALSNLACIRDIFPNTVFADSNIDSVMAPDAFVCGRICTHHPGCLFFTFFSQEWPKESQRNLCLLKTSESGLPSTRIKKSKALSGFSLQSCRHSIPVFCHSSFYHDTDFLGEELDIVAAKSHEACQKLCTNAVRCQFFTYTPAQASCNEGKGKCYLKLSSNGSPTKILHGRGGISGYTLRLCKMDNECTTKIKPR
Target sequence (P03951 388-625 limits assumed): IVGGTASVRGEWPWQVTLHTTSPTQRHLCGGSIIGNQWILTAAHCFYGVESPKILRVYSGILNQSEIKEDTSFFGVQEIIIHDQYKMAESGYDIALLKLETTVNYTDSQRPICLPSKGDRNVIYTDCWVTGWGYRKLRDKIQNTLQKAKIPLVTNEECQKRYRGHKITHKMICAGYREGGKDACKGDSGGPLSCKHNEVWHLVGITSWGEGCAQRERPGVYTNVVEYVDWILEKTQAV
Cl transport mod – KCC2 (human) Cl- transport modulation; Q9H2X9; KCC2 cells, thallium flux FluoZin-2 fluorescence; B-score of Tl+ flux slope (higher = more flux/activation; lower = inhibition) at 10 µM; hit rate 2.2% among 190,000;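 active = thallium flux slope and its plate-corrected score both differing from the plate sample mean at a set confidence after two filtering rounds, in either direction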;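 also: slope of fluorescence scaled to starting intensity during 10 to 20 s after thallium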
thrombin 1536 – inhibitors of human thrombin; P00734; hit rate 0.26% among 220,000; alpha-thrombin, Boc-VPR-AMC fluorogenic substrate cleavage; inhibition, % at 5 µM;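 active = inhibition at or above 40%; inactive = inhibition below 40%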;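 also: 0% = enzyme with no compound and 100% = wells without enzyme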
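Material: human alpha-thrombin protein. Incubation: reaction at ambient temperature. Technique: fluorescence of released AMC, ex 355 nm, em 460 nm. Control set: no-compound enzyme wells and no-enzyme blanks. Also added: Boc-VPR-AMC substrate, 15 µM final. Buffer or medium: pH 7.5 Tris (50 mM) with NaCl 150 mM, Tween 20 0.05%.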
L929 necroptosis – blocks zVAD induced death of L929 cells; L929 zVAD necroptosis rescue, ATP luminescence, 24 h; with zVAD 60 µM; viability rescue, % at 10 µM; hit rate 0.38% among 220,000; AID 1377;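 active = activation, scaled between plate controls, above about 75%, limit read from the data; inactive = activation under that limit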;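 also: 0% = zVAD with DMSO and 100% = DMSO alone without zVAD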
FXIIa inh – factor XIIa (human) inhibition; P00748; purified FXIIa, Boc-QGR-AMC fluorogenic substrate, 2 h; inhibition, % at 5 µM; hit rate 0.3% among 220,000; in the data active = inhibition above about 40%;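 also: 0% = enzyme with no compound and 100% = blank without enzyme; many of its hits are not listed in these tables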
hK5 inh – kallikrein 5 (human) inhibition; inhibition, % at 5 µM; recombinant hK5, fluorogenic AMC substrate cleavage; Q9Y337; hit rate 0.59% among 210,000; AID 873;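 active = inhibition of 40% or more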;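 also: 0% = enzyme controls without compound and 100% = no-enzyme blanks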
Rad51 HR inh – blocks human Rad51 in homologous recombination | Q06609 | AID 1385 | hRad51 DNA strand exchange, fluorescence dequenching | hit rate 0.085% among 200,000 | inhibition, % at 10 µM;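 active = inhibition above 40% at the single screening dose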;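 also: 0% = DMSO control wells and 100% = blanks with heterologous ssDNA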
Target sequence (Q06609 whole entry, looked up): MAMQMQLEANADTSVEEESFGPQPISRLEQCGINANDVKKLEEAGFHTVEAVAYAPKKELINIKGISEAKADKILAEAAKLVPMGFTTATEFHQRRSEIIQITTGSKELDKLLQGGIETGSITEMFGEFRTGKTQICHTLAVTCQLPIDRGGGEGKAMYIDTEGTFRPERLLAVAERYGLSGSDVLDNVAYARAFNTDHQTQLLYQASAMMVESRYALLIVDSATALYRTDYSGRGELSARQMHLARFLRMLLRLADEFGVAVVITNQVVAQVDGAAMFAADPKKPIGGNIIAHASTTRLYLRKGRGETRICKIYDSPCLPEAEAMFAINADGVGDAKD
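Read-out basis: percent inhibition relative to plate controls and blanks / Assay system: human Rad51 nucleoprotein filaments preassembled on unlabelled ssDNA / Timing: filaments 15 min 37 °C, then compound 30 min / Control set: per-plate controls and blanks / Technique: fluorescence dequenching at 485/520 nm / Compound: 10 µM final, single point / Also added: Fluorescein- and BHQ1-tagged 47-mer duplex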
The depositor's hits bear a star; nt = no result given. Only part of the results is shown, so the mix of outcomes need not match the whole.

item | compound | Hck Nef HTS | TNF death inh | FXIa inh 1536 | Cl transport mod | thrombin 1536 | L929 necroptosis | FXIIa inh | hK5 inh | Rad51 HR inh
1 | COCCNC(=O)CC(c1ccccc1)c1ccccc1 | -17 | -0.6 | 0 | 1.1 | 1 | -0.3 | 10 | -5 | 0
2 | NS(=O)(=O)c1cccc(NC(=S)NC(=O)C23CC4CC(CC(C4)C2)C3)c1 | 7 | 1.0 | 4 | -0.53 | -9 | 0.9 | 6 | -15 | 1
3 | C[C@H](NC(=O)c1nc[nH]c1C(=O)NC(c1ccccc1)c1ccccc1)C(=O)OCc1ccccc1 | 19 | 3.0 | 3 | 0.16 | 3 | -0.4 | 8 | 2 | -9
4 | COc1ccc(/C(O)=C2/C(=O)C(=O)N(c3ncccn3)C2c2ccc(OC)c(OC)c2)cc1 (stereo unspecified) | 1 | 1.6 | 1 | 0.67 | 2 | 3.9 | 14 | -4 | 3
5 | COC(=O)c1ccccc1N1C(=O)[C@@H]2C(c3ccc(F)cc3)=NO[C@@H]2C1=O | 0 | 0.9 | -8 | 0.72 | -4 | 0.1 | 6 | -2 | nt
6 | CCOC(=O)Nc1ccc([N+](=O)[O-])cc1C | 1 | 0.7 | 8 | 0.98 | -2 | 0.5 | 19 | -2 | 5
7 | CCCCCCC(=O)NNC(=O)CC(=O)Nc1ccccc1C(=O)O | 5 | 1.5 | 9 | -1.6 | -6 | 1.5 | 7 | 0 | -5
8 | CN(Cc1ccc(F)cc1)C(=O)CCc1nnc(-c2ccccc2)o1 | 15 | 0.1 | 1 | -1.1 | -6 | 0.0 | 7 | -3 | 18
9 | COc1ccc(CN(Cc2ccccn2)C(=O)CN2C(=O)C(C)Oc3ccccc32)cc1 (stereo unspecified) | 0 | -7.6 | -5 | nt | -7 | -0.3 | -5 | 16 | -9
10 | CCCC(C(=O)NC1CCCC1)N(CCCN1CCOCC1)C(=O)c1snc(C(N)=O)c1N (stereo unspecified) | 1 | 0.3 | 3 | nt | -2 | -0.3 | 10 | 1 | nt
11 | C=CCNc1nc(-c2c(C)nc3sccn23)cs1 | 15 | -2.2 | 10 | 0.47 | 0 | 2.0 | 9 | 1 | 3
12 | COc1ccc(N2CCN(S(=O)(=O)c3cccc4cccnc34)CC2)cc1 | 14 | -0.2 | 3 | 0.54 | 1 | 0.8 | 13 | -11 | -1
13 | FC(F)(F)c1ccccc1NC(=S)N1CCCC1 | -7 | -0.1 | -4 | -0.6 | -10 | -0.6 | 3 | 0 | -9
14 | CC(O)c1cccc(NC(=O)C2CCCCC2)c1 (stereo unspecified) | 21 | 0.8 | -3 | 0.57 | -3 | 2.5 | 7 | 0 | 7
15 | CCOc1ccc(CCNc2nc3ccccc3n3cnnc23)cc1OCC | 2 | -7.1 | 2 | -0.61 | -3 | 0.4 | 5 | -1 | nt
16 | COc1cccc(-n2c(=S)[nH]c3c(oc4ccccc43)c2=O)c1 | 8 | -0.9 | -8 | -2 | 0 | 0.2 | -6 | -22 | -9
17 | COc1ccc(C2Nc3ccccc3C(=O)N2Cc2ccccc2)cc1COc1ccccn1 (stereo unspecified) | 2 | -0.6 | -9 | -0.66 | -2 | 0.0 | -3 | -60 | -3
18 | O=C(NC(=S)Nc1ccc(CN2CCOCC2)cc1)c1ccc([N+](=O)[O-])cc1Cl | 5 | -0.2 | -6 | 2.1 | -5 | 2.7 | 7 | -3 | 2
19 | O=C(CSc1nnnn1-c1cccc2c1CCCC2)N1CCCC1 | 8 | -1.5 | 1 | -0.18 | 1 | -0.9 | 11 | -9 | 5
20 | COc1ccc(N2CC(C(=O)NCc3ccco3)CC2=O)cc1 (stereo unspecified) | 6 | 4.0 | -7 | 1.3 | -3 | -0.3 | -3 | -14 | -22
21 | COc1ccccc1N1CCN(c2nnc(-c3ccc(F)cc3)c3ccccc23)CC1 | -1 | -1.4 | -4 | 0.098 | 2 | -0.2 | 12 | 5 | nt
22 | COc1ccc(C(=O)CSc2nc3ccccc3n2CC(=O)c2ccccc2)cc1 | -2 | -0.8 | 1 | 0.22 | -2 | 0.1 | 23 | -8 | 6
23 | COc1ccc(-n2cnnc2SCC(=O)NCc2cccs2)cc1 | -1 | 0.7 | 1 | nt | 1 | 0.8 | 12 | 4 | -6
24 | Cc1c(Cl)cccc1NC(=O)CCC(=O)NNC(=O)c1ccccc1 | 1 | 1.6 | 1 | 0.4 | -5 | 1.4 | -1 | -5 | 4
25 | Nc1nnn(CC(=O)N/N=C/c2cccc3ccccc23)n1 | 4 | 2.5 | 12 | -1.6 | 6 | -0.2 | 21 | 4 | 0
26 | CC(NC(=S)Nc1ccccc1)C(c1cccs1)N1CCOCC1 (stereo unspecified) | 27 | 2.5 | 3 | 0.59 | 0 | -0.9 | 11 | 4 | nt
27 | CC(C)(C)NC(=O)NC(=O)COC(=O)Cn1c(C(F)(F)F)nc2ccccc21 | -2 | 0.6 | -1 | 0.19 | 3 | 0.1 | 16 | 0 | 2
28 | Cc1ccccc1OCc1csc(N)n1 | -8 | -0.2 | -6 | 0.33 | -9 | 2.2 | 6 | -5 | 11
29 | COc1ccc(CN2CN(c3ccc(Cl)cc3)C(=O)N(n3cnnc3)C2)cc1 | 2 | -0.3 | -1 | 0.14 | -2 | -0.1 | 2 | -11 | 2
30 | Cn1ccs/c1=N\S(=O)(=O)c1ccc(F)cc1 | -2 | 0.5 | 3 | nt | 4 | 0.2 | 15 | 7 | -4
31 | S=C(NC1CCCCC1)N1CCN(C/C=C/c2ccccc2)CC1 | 1 | 0.1 | 3 | -4 | 2 | 0.2 | 15 | -7 | 18
32 | CCOc1ccc(NC(=O)CCC(=O)n2nc(C)cc2C)cc1 | -1 | -1.9 | 4 | 1.9 | -1 | -0.2 | 5 | -19 | -4
33 | Oc1[nH]c2ccc(Br)cc2c1N=NC(=S)N1CCOCC1 | -7 | -23 | 3 | nt | 1 | 61 | 9 | -22 | -3
34 | COc1cccc(CN2CCN(Cc3ccc4c(c3)OCCO4)CC2CCO)c1 (stereo unspecified) | 14 | 1.1 | -4 | -0.03 | 0 | 3.3 | 9 | -23 | 1
35 | c1ccc(Nc2c3c(nc4ncnn24)CCC3)cc1 | -6 | -4.8 | -7 | 0.22 | 4 | 1.1 | 12 | 13 | -3
36 | CS/C(N)=N/N=C/c1cc(Br)cc(Br)c1O | 10 | -8.1 | 2 | -0.056 | -1 | -0.3 | 8 | 0 | -1
37 | Cc1ccc(NC(=O)CCC(=O)OCC(=O)c2ccc(Oc3ccc([N+](=O)[O-])cc3)cc2)cc1C | 2 | -3.3 | 7 | 0.26 | 1 | 0.0 | 19 | 4 | nt
38 | Cc1cn(C(=O)CN2C(=O)c3ccccc3C2=O)c(C)n1 | -1 | -1.2 | 4 | -0.067 | 4 | 0.1 | 6 | 2 | 5
39 | COC(=O)C(Cc1ccccc1)NC(=O)CNS(=O)(=O)c1ccc(Br)cc1 (stereo unspecified) | 21 | 0.4 | -2 | -0.71 | -4 | 2.5 | 8 | 0 | 2
40 | Cc1cc(C)nc(/N=C(\N)N(Cc2ccccc2)Cc2ccccc2)n1 | -1 | 3.1 | -3 | -0.29 | 1 | 0.1 | 4 | -3 | -3
41 | C#CCOCCOCCOCCNc1nc(N2CCN(C(=O)[C@H]([C@@H](C)CC)n3cc([C@@H](N)Cc4ccc(O)cc4)nn3)CC2)nc(N2CCN(C(=O)[C@H]([C@@H](C)CC)n3cc([C@@H](N)CC(C)C)nn3)CC2)n1 | -8 | 0.9 | 1 | 1.1 | -3 | 1.0 | 8 | 0 | 4
42 | CC1(C)CC2CC(C)(CN2/C=C2/CCCCC2=O)C1 (stereo unspecified) | 34 | 2.2 | -2 | -0.65 | -3 | 1.7 | 7 | -1 | -7
43 | CCC(=O)n1nc(-c2ccc(OC)cc2)nc1N | 0 | 0.0 | -10 | 1.5 | 13 | 3.8 | 0 | -1 | 0
44 | O=C(Nc1nccs1)c1ccc(Br)c(S(=O)(=O)N2CCOCC2)c1 | 3 | 2.9 | 10 | 0.53 | 1 | 0.8 | 18 | 5 | -2
45 | O=C(NCc1ccco1)C1CCCN1C(=O)Nc1ccccc1Cl (stereo unspecified) | 3 | -0.2 | -3 | 0.4 | -2 | 0.1 | 3 | -10 | -4
46 | COc1cc2c(cc1OC)C(c1cc3cc(OC)c(OC)cc3[nH]c1=O)N(C(=O)C1CC1)CC2 (stereo unspecified) | 0 | -1.0 | -2 | 0.026 | 3 | 0.9 | 10 | -1 | -3
47 | Fc1ccc(Oc2ncccn2)c(F)c1 | -4 | -0.4 | -5 | -0.52 | -11 | -0.3 | 4 | -7 | 9
48 | CC(CCc1ccco1)NC(=O)Cn1ncc2c(=O)oc3ccccc3c21 (stereo unspecified) | 2 | 1.3 | 7 | -0.59 | 0 | -0.5 | 10 | -2 | -1
49 | CSCCC1Nc2ccc(S(=O)(=O)N3CCOCC3)cc2NC1=O (stereo unspecified) | 13 | 0.2 | 4 | 1.8 | nt | 2.2 | 6 | 1 | -12
50 | Cc1cccc(OCCCC(=O)Nc2nccs2)c1C | 19 | 2.2 | 0 | 0.32 | 2 | 0.4 | 8 | -1 | nt

(list continues)
item | compound | Hck Nef HTS | TNF death inh | FXIa inh 1536 | Cl transport mod | thrombin 1536 | L929 necroptosis | FXIIa inh | hK5 inh | Rad51 HR inh
51 | COc1ccc(-c2cnn3c4c(c(C)nc23)CCN4C(C)C)cc1OC | 3 | -3.0 | -2 | -0.45 | -8 | 0.6 | 1 | -7 | -2
52 | O=C(Nc1nnc(CCN2CCCCC2)s1)c1ccc(Br)cc1 | 0 | 1.9 | -4 | -0.056 | 16 | 4.8 | 1 | -23 | 28
53 | COC(=O)c1ccccc1NC(=O)CSc1nnc(-c2cccc(NC(C)=O)c2)n1C | 1 | -2.9 | -2 | 0.27 | -6 | 0.0 | -1 | -1 | 0
54 | C#CCn1c(=NC(=O)CSC(C)=O)sc2cc(F)ccc21 | 9 | -1.2 | 3 | -0.1 | 1 | -2.4 | 6 | 4 | -4
55 | COc1ccc(C(C)=O)cc1COC(=O)c1ccc(S(=O)(=O)N2CCOCC2)cc1 | 0 | 2.9 | 3 | -0.69 | 1 | 1.9 | 16 | -6 | 6
56 | Cc1cc(C(=O)N/N=C/c2sc(N3CCOCC3)nc2-c2ccccc2)c(C)o1 | 37 | 0.5 | -2 | 1.6 | -1 | 4.0 | 4 | 3 | -2
57 | Cc1ccc(-c2nnn(CC(=O)N(Cc3ccco3)C(C(=O)NC(C)(C)C)c3ccncc3)n2)o1 (stereo unspecified) | 19 | -0.6 | -2 | -1 | 1 | -0.4 | 5 | -2 | -164
58 | CC(=O)Nc1ccc(Nc2nc(Cl)nc(Nc3ccc(NC(C)=O)cc3)n2)cc1 | 21 | -0.3 | -2 | -0.0081 | -5 | 6.8 | 13 | 2 | 4
59 | O=C(CNC(=O)c1ccccc1)NCC(=O)OCc1ccccc1Cl | -23 | -0.2 | 7 | 1.4 | 2 | 2.4 | 15 | 14 | -9
60 | O=C1c2ccccc2C(=O)N1CCCc1nc(-c2ccccc2)no1 | 0 | -1.1 | 1 | 0.2 | -3 | -0.1 | 6 | -14 | 2
61 | CCOc1c(C#N)c(C#N)c2nc(C)cc(C)n12 | 0 | -2.2 | -7 | 0.22 | -7 | 0.2 | -6 | -2 | -2
